Xi reactivation = X-chromosome reactivation activator | XiGFP mouse fibroblasts, % GFP-positive cells imaging, 3 d; cells co-treated with 5-aza-dC sensitizer; scaled so ellipticine positive control = 100% | activation, % at 7.58 µM | actives 0.055% (n = 360,000) | AID 743238;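 active = mean normalized replicate activation at least 10% and every replicate at or above 10%; inconclusive = only one of the two criteria met; inactive = mean below 10% and not all replicates reach 10%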;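 note: 0% = median of on-plate neutral control wells and 100% = ellipticine 6 µM median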
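System: SV40-immortalized XiGFP fibroblast cells, line 68-5-11 / Incubation: 3-day compound exposure, then 15 min fixation at room temperature / Compound: single concentration per compound, delivered by pin transfer / Buffer or medium: DMEM plus 5-aza-dC sensitizer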
ERp5 inh = blocks human ERp5 reductase activity on insulin | ERp5 insulin aggregation, absorbance 650 nm, 90 min | inhibition, % at 9.99 µM | actives 0.05% (n = 350,000) | AID 651711;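 active = mean replicate inhibition above about 25%, with every replicate also reaching it, limit read from the data, passing the limit was not always enough; inconclusive = only one of those two criteria met; inactive = neither criterion met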
S100A4 inh HTS = blocks human S100A4 binding to myosin IIA peptide | S100A4/TAMRA-MyoIIA peptide fluorescence polarization | inhibition, % at 10.7 µM | actives 0.14% (n = 360,000) | P26447;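 active = mean inhibition of at least 70% across replicates, with every replicate also reaching that level; inconclusive = mean inhibition reaches 70% but some replicates fall short; inactive = mean inhibition below 70%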
Target sequence (P26447 whole entry, looked up): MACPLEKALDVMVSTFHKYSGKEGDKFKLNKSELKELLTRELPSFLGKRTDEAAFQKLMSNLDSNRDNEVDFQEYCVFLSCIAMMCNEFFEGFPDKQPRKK
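Test system – S100A4 monomer (human) · Compound – single-point compound testing · Schedule – 5 min incubation before reading · Probe or stimulus – TAMRA-labelled myosin IIA heavy-chain peptide probe, 5 nM · Benchmarks – neutral control DMSO, positive control TFP · Medium – Calcium-containing HEPES buffer, pH 7.2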
esBAF inh = inhibitors of esBAF chromatin remodeling in mouse ES cells; Bmi1-luciferase knock-in reporter, 24 h; 100% = twice the neutral-well signal; reporter increase, % at 12.5 µM; actives 2% (n = 350,000); in the data active = activation above about 40%; inconclusive = no clear call, values can overlap the other calls;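 note: 0% = median of the plate's neutral control wells and 100% = double that signal; a rise in the Bmi1 reporter signal indicates esBAF inhibition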
RAD54 branch = blocks human RAD54 Holliday junction branch migration; Q92698; FAM/BHQ fluorescence; inhibition, % at 10.4 µM; actives 0.14% (n = 360,000);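 active = mean normalized replicate activity at least 40 and at least half of replicates scoring 40 or more; inconclusive = only one of the two criteria met; inactive = mean below 40 and under half of replicates reaching 40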;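 note: 0% = median of neutral control wells and 100% = median of positive control wells; inhibitors cause a drop in the FAM fluorescence signal; in these data hits start at about 50%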
Target sequence (Q92698 whole entry, looked up): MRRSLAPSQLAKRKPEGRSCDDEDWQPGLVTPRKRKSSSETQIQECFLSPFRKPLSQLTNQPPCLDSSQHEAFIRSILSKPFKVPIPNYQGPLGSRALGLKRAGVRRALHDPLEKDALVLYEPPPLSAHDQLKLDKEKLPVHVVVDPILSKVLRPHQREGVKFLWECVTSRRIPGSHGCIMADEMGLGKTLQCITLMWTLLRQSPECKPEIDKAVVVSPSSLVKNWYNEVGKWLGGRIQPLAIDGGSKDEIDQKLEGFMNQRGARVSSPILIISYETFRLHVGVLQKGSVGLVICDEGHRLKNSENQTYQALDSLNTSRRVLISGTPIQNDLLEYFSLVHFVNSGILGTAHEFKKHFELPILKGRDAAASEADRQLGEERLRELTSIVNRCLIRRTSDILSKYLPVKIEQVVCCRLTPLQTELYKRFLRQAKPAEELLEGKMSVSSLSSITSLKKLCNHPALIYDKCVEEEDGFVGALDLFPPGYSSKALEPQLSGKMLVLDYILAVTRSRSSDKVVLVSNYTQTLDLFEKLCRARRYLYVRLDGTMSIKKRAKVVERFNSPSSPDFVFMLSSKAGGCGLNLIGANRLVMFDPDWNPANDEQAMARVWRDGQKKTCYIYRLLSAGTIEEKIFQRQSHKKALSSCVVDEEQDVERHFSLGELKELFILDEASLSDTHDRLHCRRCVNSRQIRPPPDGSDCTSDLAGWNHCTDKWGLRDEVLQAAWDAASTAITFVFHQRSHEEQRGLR
RAD52 inh = RAD52 (human) annealing inhibition; P43351; recombinant RAD52 DNA annealing, FRET fluorescence; inhibition, % at 18.7 µM; actives 0.46% (n = 360,000); AID 651710;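 active = every replicate showing at least 50% inhibition; inconclusive = mean inhibition at least 50% but not in every replicate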
E-sel inducer = E-selectin induction on HUVECs; HUVEC E-selectin immunofluorescence imaging; normalized: neutral wells 0, TNF-alpha wells 100; AID 686992; actives 0.37% (n = 260,000); activation, % at 7.58 µM; P16581;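 active = mean E-selectin-positive cell signal at least 10% of the positive control, reached in at least 60% of replicates, without over 20% cell loss; inconclusive = no rule given, readout overlaps actives, possibly toxicity-flagged; inactive = the rest, including those meeting only one limit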;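 note: in these data hits start at about 27%; measured in HUVEC primary endothelial cells; signal is the percent of cells scored E-selectin positive by PE staining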
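Assay system: HUVEC primary endothelial cells. Input: 3,000 HUVEC seeded per well. Doses: one compound dose added by pin transfer. Read-out basis: % PE-positive cells. Benchmarks: TNF-alpha high, DMSO low. Detection: immunofluorescence imaging. Buffer or medium: EGM-2, gelatin.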
ERAP1 HTS inh = ERAP1 (human) enzyme inhibition. Q9NZ08. recombinant ERAP1, Leu-AMC fluorescence, 60 min. inhibition, % at 10.7 µM. actives 0.15% (n = 340,000);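 active = mean replicate inhibition of at least 30%, or all replicates individually reaching that 30% level; inactive = mean below 30% and not every replicate reaching it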;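 note: 0% = neutral control wells and 100% = L-leucinethiol positive control wells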
The depositor's hits bear a star; ? = inconclusive; . = no result given; & = joins results of further samples. This is a random part of the collection; 2.5% or so of the library scored in one or more.

SMILES	Xi reactivation	ERp5 inh	S100A4 inh HTS	esBAF inh	RAD54 branch	RAD52 inh	E-sel inducer	ERAP1 HTS inh
COc1ccc(Nc2nnc(SCC(=O)Nc3ccc4[nH]c(=O)[nH]c4c3)s2)cc1	-0.1	-1	-1	-4	-2	-12	0.8	0
Cc1ccc(NC(=O)CCSc2ccccn2)cc1	0.1	-2	6	.	5	-9	.	4
CC(=O)N1CCN(S(=O)(=O)c2cccc(C(=O)NC3CCC(C)CC3)c2)CC1 (configuration not stated)	0.0	3	-14	.	.	-21	3.3	-7
CCC(=O)N1CCN(c2ccc(NC(=O)c3ccc([N+](=O)[O-])o3)cc2)CC1	0.3	0	-2	.	.	3	-5.0	0
CCC1Sc2ccccc2N(CC(=O)NCCC(C)C)C1=O (configuration not stated)	.	-3	1	-2	-1	-3	.	-2
Cc1nn(-c2ccccc2)c2nc(C(Cl)(Cl)Cl)[nH]c(=O)c12	.	1	4	.	.	-11	-0.3	.
O=C(c1ccc2c(c1)OCO2)N1CCC2(CC1)Oc1ccc(Cl)cc1C(=O)C21CC(c2ccc(Cl)cc2)=NO1 (configuration not stated)	0.2	-1	6	.	.	-30	.	3
C=CC[C@@H](CC(=O)N[C@H](CO)Cc1ccccc1)C(=O)N[C@H](C)COC(=O)[C@@H](CC=C)CC(=O)OC(C)(C)C	-0.3	4	-2	1	-3	3	-0.2	.
COC(=O)N1CCCCC1c1cc(C(=O)Nc2ccc3c(c2)OCO3)no1 (configuration not stated)	-0.1	1	-7	15	-13	-3	0.1	3
Cc1cccc(C(=O)NNC(=O)c2ccc(O)cc2)c1	0.1	2	-5	5	7	-7	.	-3
CC(C)NC(=O)Nc1ccc2c(c1)C(=O)N([C@@H](C)CO)C[C@H](C)[C@@H](CN(C)C(=O)c1ccncc1)OCCCC[C@H](C)O2	0.1	3	13	.	-17	-1	-0.2	2
O=C1CS/C(=N/N=C/c2c[nH]c3ccccc23)N1	0.2	-11	0	.	2	-16	0.1	1
COCC(=O)Nc1ccc2c(c1)C(=O)N(C)[C@@H]1CC[C@H](CC(=O)NCCc3ccccc3)O[C@@H]1CO2	0.2	2	-12	2	-5	-5	0.0	-2
C[C@@H]1CCCCO[C@H](CN(C)C(=O)Nc2cccc3ccccc23)[C@H](C)CN([C@@H](C)CO)C(=O)c2cc(NC(=O)CCC(F)(F)F)ccc2O1	0.1	.	.	45*	-13	.	-0.3	.
Cc1ccc(C(=O)CCC(=O)Nc2ccccc2C)cc1C	0.3	1	2	-7	-3	-2	.	0
COc1ccc(NC(=O)C2(S(=O)(=O)c3ccc(C)cc3)CC2)cc1OC	0.1	1	0	-1	5	-8	-0.2	2
Cc1ccc(NC(=S)NCCc2c[nH]c3ccccc23)c(C)c1	0.2	3	0	-7	.	-2	7.3	-2
OC(c1ccccc1)(c1nc(-c2ccc3c(c2)OCO3)cs1)C(F)(F)F (configuration not stated)	0.2	-2	1	3	-3	-4	0.2	-1
COc1ccc(C2=NOC(C(=O)Nc3cccc(O)c3)C2)cc1 (configuration not stated)	0.0	2	0	1	-1	-5	0.2	-2
CN(C[C@H]1N[C@@H](CO)[C@@H]1c1ccc(C2=CCCC2)cc1)C(=O)c1ccccn1	0.1	-4	-9	-14	2	-38	0.0	.
CS(=O)(=O)N(CC(=O)N1CCN(Cc2ccccc2)CC1)c1ccc(F)cc1	0.0	-1	-2	5	-11	-8	-0.2	0
O=C(Cn1cnc2ccccc2c1=O)Nc1nnc(SCc2ccc(Cl)cc2)s1	0.8	7	-2	.	2	-30	1.1	-2
C[C@@H]1CN([C@H](C)CO)C(=O)c2cc(C3=CCCCC3)cnc2O[C@@H]1CN(C)Cc1cccnc1	0.9	-3	-4	6	3	9	-1.8	-2
Clc1cc(Cl)cc(CN2CCN(c3ncc(Cc4ccccc4)cn3)CC2)c1	-0.1	-3	-1	.	.	-6	-0.3	-1
Cc1ccc(OCCCCNC(C)c2ccccc2)c(C)c1 (configuration not stated)	0.0	-3	-2	-3	0	14	.	0
Cn1ccc2c(N(Cc3ccccc3)Cc3ccccc3)cc3c(c21)C1CCC3O1 (configuration not stated)	.	-3	-7	2	9	0	-0.6	-3
CC(=O)Nc1ccc(N2C(=O)c3cccc(NC(C)=O)c3C2=O)cc1	0.1	-2	0	-5	.	-5	.	0
OC(c1ccco1)c1nc(-c2cccs2)cs1 (configuration not stated)	0.1	0	18	6	-6	-13	1.6	-4
[O-]c1c[n+](-c2ccc(-[n+]3cc([O-])on3)cc2)no1	0.3	4	6	.	.	-10	.	3
C#CCOCCOCCOCCNc1nc(N2CCOCC2)nc(N2CCN(C(=O)Cn3cc(CCCCN)nn3)CC2)n1	0.2	2	-13	-9	-8	-8	-0.1	9
O=C(c1ccc(C(F)(F)F)cc1)C1CCCN(C(=O)c2csnn2)C1 (configuration not stated)	-0.3	-2	-1	0	8	3	-0.1	1
CCOC(=O)CNC(=O)c1ccc(Cl)s1	0.3	-3	-4	-6	-7	4	0.0	1
Cc1sc2ncnc(-n3nnc4ccccc43)c2c1C	0.1	0	4	1	.	-4	-8.0	3
C[C@H](NC(=O)C[C@H]1CC[C@@H](NC(=O)Cc2ccccn2)[C@@H](CO)O1)c1ccccc1	?	0	2	-3	-5	3	0.2	-1
O=C(NCc1nc2ccccc2[nH]1)C1=C[C@@H](c2csc3ccccc23)C[C@@H](OCc2ccc(CO)cc2)O1	0.2	-7&0	1&-1	-7	8&5	-25&-93	0.3	1&-3
CCOC(=O)c1ccc(NC(=S)N2CCSC2c2c(F)cc(F)cc2F)cc1 (configuration not stated)	-0.1	-3	18	.	.	-26	3.5	2
COc1ccc2c3c(n(C)c2c1)[C@@H](CO)NCC31CN(Cc2cc(-c3ccccc3)on2)C1	0.0	-9	2	.	.	33	-0.6	4
NC(=O)CSc1nnc(Cc2csc(Nc3ccccc3)n2)n1Cc1ccccc1	.	5	-34	12	2	-11	.	-1
O=C(COC(=O)COc1ccccc1)Nc1ccc(Br)cc1Br	0.0	2	-1	-9	-3	-14	-0.8	0
COc1ccc(-c2cnc3c(c2)C(=O)N([C@@H](C)CO)C[C@H](C)[C@@H](CN(C)C(=O)NC2CCCC2)O3)cc1	0.5	-4	14	6	-9	4	-1.2	0
COc1ccc(S(=O)(=O)Oc2ccccc2C(N)=O)cc1	-0.1	12	0	-1	1	-9	2.9	-4
O=C(O)C1CCCN(S(=O)(=O)c2ccc(-c3ccc(=O)[nH]n3)s2)C1 (configuration not stated)	0.0	-1	2	-1	-2	2	.	2
Cc1cc(C)c(C(=O)COC(=O)Cn2nc(-c3ccccc3)oc2=O)cc1C	0.2	15	-1	-3	4	-6	0.1	-2
Cc1cccc(-c2nc(CS(=O)CC(=O)NCCc3ccc(Cl)cc3)c(C)o2)c1 (configuration not stated)	0.0	6	-6	.	.	-15	-0.1	-4
CN(c1ccccc1)S(=O)(=O)c1cccc(NC(=O)c2cc3ccccc3oc2=O)c1	2.5	6	-6	54*	3	-12	.	-1
C[C@@H]1CN([C@H](C)CO)C(=O)c2cc(NS(=O)(=O)c3ccc(Cl)cc3)ccc2O[C@@H](C)CCCCO[C@@H]1CN(C)CC1CCCCC1	0.2	.	.	-2	4	.	-0.1	.
O=C(COC(=O)c1ccc2ncsc2c1)Nc1ccccc1Cl	0.0	-8	5	34	2	-33	.	2
COc1cccc(CC(O)CC2c3c(cc4c(c3OC)OCO4)CCN2C)c1 (configuration not stated)	0.1	2	-3	-3	-1	-16	.	0
COc1ccc(N=C2SCC(c3ccc([N+](=O)[O-])cc3)=NN2CCO)cc1	0.0	-8	2	.	.	-4	3.3	0
CCOc1ccc(/C=N/NC(=S)NC2CC3CC2C2C=CCC32)cc1 (configuration not stated)	0.0	2	8	.	-2	-15	.	.
CNC[C@@H]1OCCCC[C@@H](C)Oc2ccc(NS(=O)(=O)c3ccc(F)cc3)cc2C(=O)N([C@@H](C)CO)C[C@H]1C	0.1	3	0	4	-4	-52	0.0	-3
O=C(N/N=C/c1ccoc1)c1ccc(Cl)cc1	0.8	-3	-1	17	-1	-35	-0.1	1
COc1ccc(NC(=O)N(C)C[C@@H]2Oc3cc(C#CCC(C)C)ccc3S(=O)(=O)N([C@H](C)CO)C[C@H]2C)cc1	-1.0	-4	-1	1	-3	1	0.1	.
CC(C)NC(=O)N(C)C[C@@H]1Oc2ccc(NC(=O)NC3CCCCC3)cc2C(=O)N([C@@H](C)CO)C[C@@H]1C	0.0	5	-6	-1	2	4	-2.4	1
O=C(CSc1ccc(F)cc1)Nc1ccccc1N1CCOCC1	0.0	2	2	2	3	-5	.	-3
COc1ccc(NC(=O)Nc2ccc3c(c2)[C@@H]2C[C@@H](CC(=O)NCc4ccncc4)O[C@H](CO)[C@@H]2O3)cc1	0.1	0	-23	7	3	-2	0.3	-3
N#C[C@H]1[C@@H](c2ccccc2C2=CCCCC2)[C@H](CO)N1C(=O)C1CCOCC1	0.1	2	3	.	.	-5	-0.1	2
CCC(=O)N1[C@H](CN(C)C(C)=O)[C@H](c2ccc(C3=CCCCC3)cc2)[C@@H]1CO	0.9	7	-4	.	.	9	0.1	-1
CCOC(=O)CCCCCC(=O)Nc1ccc2c(c1)C(=O)N([C@H](C)CO)C[C@@H](C)[C@H](CN(C)S(=O)(=O)c1cn(C)cn1)O2	0.0	4	0	3	1	-2	0.3	0
COc1ccc(/C(C)=N/NC(=O)c2nnn(-c3nonc3N)c2-c2cccs2)cc1OC	0.0	-1	-1	2	4	3	.	3

Three successive entries from above:
SMILES	Xi reactivation	ERp5 inh	S100A4 inh HTS	esBAF inh	RAD54 branch	RAD52 inh	E-sel inducer	ERAP1 HTS inh
COc1ccc(Nc2nnc(SCC(=O)Nc3ccc4[nH]c(=O)[nH]c4c3)s2)cc1	-0.1	-1	-1	-4	-2	-12	0.8	0
Cc1ccc(NC(=O)CCSc2ccccn2)cc1	0.1	-2	6	.	5	-9	.	4
CC(=O)N1CCN(S(=O)(=O)c2cccc(C(=O)NC3CCC(C)CC3)c2)CC1 (configuration not stated)	0.0	3	-14	.	.	-21	3.3	-7

Next results follow.
SMILES	Xi reactivation	ERp5 inh	S100A4 inh HTS	esBAF inh	RAD54 branch	RAD52 inh	E-sel inducer	ERAP1 HTS inh
CC(=O)Nc1sc2c(c1C(c1ccncc1)N1CCOCC1)CCCC2 (configuration not stated)	0.2	-4	2	.	.	-13	0.1	-1
N#C[C@H]1[C@@H](c2ccccc2)[C@@H](CO)N1S(=O)(=O)c1cccc(F)c1	0.0	11	12	2	15	-5	0.1	-1
CN(CC(=O)Nc1ccc(F)c(F)c1F)C(=O)c1cc(S(=O)(=O)N(C)C)ccc1N1CCCC1	0.0	0	-2	-3	-3	-17	-0.4	1
CO[C@@H](CN(C)C(=O)c1ccccc1F)[C@@H](C)CN([C@H](C)CO)S(=O)(=O)c1ccc(F)cc1	0.1	-2	3	-3	1	-8	0.2	-1
Cc1ccnc(SC2CC(=O)N(c3ccc(Br)cc3)C2=O)n1 (configuration not stated)	0.0	2	-5	-2	-1	-25	.	2
